TTR transcr act – TTR transcription activators in neuroblastoma reporter cells, primary screen, cell-based, luminescence, SH-SY5Y, TTR promoter Gaussia luciferase; 100% = recombinant luciferase protein wells; activation, % at 16.7 µM; hit rate 1.3% among 92,000; AID 1117267, 2014;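 active = activation above the mean of all tested compounds plus 3 SD, cut at about 9.5% in these data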;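 note: cells exposed to compounds for one day before reading; 0% = median of all test compound wells on the plate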
An asterisk follows results filed as active.

| SMILES | TTR transcr act |
| --- | --- |
| CC(=O)Nc1ccc(C(=O)OCC(=O)N2CCCC2)cc1 | -0.5 |
| COC(=O)c1sccc1NC(=O)CSCCc1ccccn1 | -0.5 |
| O=C(c1ccc(Cl)c(Cl)c1)N1CCC(=O)N([C@H](COCc2ccccc2)Cc2ccccc2)CC1 | -1.5 |
| COc1ccc(-c2csc3ncn(-c4ccc(C)cc4)c(=O)c23)cc1OC | 1.8 |
| COc1ccc2c(c1)CCC(C)N2S(=O)(=O)c1ccc(C2CNC(=O)C2)cc1 (stereo not drawn) | -0.7 |
| O=C(Cn1nnc(-c2ccccc2)n1)N/N=C/c1ccc(-c2ccc(Cl)cc2)o1 | 9.6 |
| Cn1c(SCC(=O)NC2CCCCC2)nnc1-c1ccccc1O | -1.7 |
| COc1ccc(NC(=O)/C=C/c2ccc(C)o2)cc1S(=O)(=O)N1CCOCC1 | 0.6 |
| COc1cccc(CNC(=O)COC(=O)CNC(=O)c2ccc(-c3ccccc3)cc2)c1 | -3.2 |
| CCCN(CCC)Cc1cc(=O)oc2cc(C)c(C)cc12 | -1.5 |
| COc1cc(C2NC(=O)NC(C)=C2C(=O)OC2CCC(C)CC2)ccc1O (stereo not drawn) | 1.1 |
| Cc1ccc(-c2ccc(/C=N/N3C(=O)C4C5C=CC(C6CC56)C4C3=O)o2)c([N+](=O)[O-])c1 (stereo not drawn) | -3.3 |
| Cc1ccnn1CC(=O)N/N=C/c1cn[nH]c1-c1ccccc1 | -1.1 |
| COc1cc(OC)nc(Nc2nc(C(N)c3ccccc3)cs2)n1 (stereo not drawn) | 2.8 |
| CC(C)(C)N1C(=O)c2ccc(C(=O)Nc3ccc(C(=O)O)cc3)cc2C1=O | 0.5 |
| O=c1/c(=C/c2ccc(CNS(=O)(=O)c3ccccc3)o2)sc2n1CCN=2 | -0.6 |
| Cc1ccc(C(=O)OC2CCN(c3ccc([N+](=O)[O-])cc3)CC2)cc1 | -1.6 |
| CCc1cc2c(=O)oc(-c3ccccc3F)nc2s1 | 1.5 |
| CCN(C(=O)COC(=O)CNC(=O)c1ccc(C)c(C)c1)C1CCS(=O)(=O)C1 (stereo not drawn) | -0.8 |
| COC(=O)c1cnn2c(C)c(Cc3cccc(F)c3)c(C)nc12 | -1.5 |
| c1ccc(-c2ncc(CN3CCN(c4ccccn4)CC3)[nH]2)cc1 | 1.6 |
| CC(C)(C)NC(=O)C1c2ccccc2OCC(=O)N1C1CC1 (stereo not drawn) | -1.4 |
| COc1ccccc1-c1cc(C(=O)Nc2cccnc2)no1 | -0.7 |
| O=C(COC(=O)c1ccc(N2CCCC2=O)cc1)Nc1ccccc1 | -1.2 |
| O=[N+]([O-])c1cc(-c2ncccn2)cs1 | 1.6 |
| CCCC(=N)C1=C(O)CC(CC(C)SCC)CC1=O (stereo not drawn) | 6.2 |
| Cc1ccc(CSCCNS(C)(=O)=O)cc1 | 2.2 |
| COc1cc2c(cc1NC(=O)Nc1ccc(C)cc1)oc1ccccc12 | 0.1 |
| CCS(=O)(=O)c1nc(S(=O)(=O)c2ccc(Cl)cc2)c(NCCN2CCOCC2)s1 | -1.2 |
| CCCCN(C(=O)c1ccc2c(c1)OCO2)c1ccccc1 | -1.7 |
| O=C1CC[C@@]23CCCN2C(=O)CCC[C@H]3[C@H]1Cc1ccccc1 | 3.0 |
| C/C(=N\NC(=O)C1CCCN(S(=O)(=O)c2ccccc2)C1)c1cccnc1 (stereo not drawn) | -1.4 |
| CC(C)CC(O)(CC(C)C)c1cn(C(=O)N(c2ccccc2)c2ccccc2)nn1 | -0.6 |
| COc1cccc(C(=O)NC(=S)Nc2ccc3oc(=O)ccc3c2)c1 | -0.4 |
| C/C(=N\O)c1ccccc1C(=O)O | -3.4 |
| Cc1ccc(OCc2ccoc2C(=O)O)cc1C | -0.3 |
| CCOC(=O)C1=C[C@@H](C(C)C)N(S(=O)(=O)c2ccc(C)cc2)[C@H]1c1ccc(C(F)(F)F)cc1 | 0.1 |
| Cc1nc(N2CCN(c3ccccc3)CC2)[nH]c(=O)c1C | 1.4 |
| CCOc1ccc(C(=O)NCC(=O)NCC(c2ccc(OC)cc2)N2CCCC2)cc1 (stereo not drawn) | 3.3 |
| COc1ccc(Cn2ccc3ccc(-c4ccc5ccn(Cc6ccccc6F)c5c4)cc32)cc1 | 3.3 |
| O=C(NNc1c(Cl)cc(Cl)cc1Cl)C1CCC1 | -0.6 |
| COc1ccc(NC(=S)N2CCC(C(=O)c3ccc(C)cc3)CC2)cc1 | -2.2 |
| O=C(Nc1ccc(Br)cc1)C1CCN(c2cnccn2)CC1 | -0.9 |
| C=CC[C@@H](CC(=O)N[C@H](CO)Cc1ccccc1)C(=O)N[C@H](COC(=O)[C@@H](CC=C)Cc1ccc(F)cc1)C(C)(C)C | -4.3 |
| COc1cccc(-c2c(-c3cc(OC)cc(OC)c3)n(C)c3ccc(-c4ccc(OC)nc4)cc23)c1 | 1.1 |
| COc1ccnc(Oc2ccc(F)cc2)c1C(=O)N/C=N/OCc1ccc(F)cc1Cl | -1.1 |
| CCN1C(=O)[C@@H]2[C@@H](c3ccc(-c4ccc(C(C)=O)cc4)cc3)N3CCCC[C@@]3(C(=O)OC)[C@@H]2C1=O | 12.2* |
| COc1c(C)cccc1C(=O)NC(=S)Nc1cccc2nsnc12 | -1.8 |
| COC(=O)c1ccc(CSC2=NC[C@@H]3[C@@H]4C(=O)N(Cc5ccccc5)C(=O)[C@@H]4[C@](Cc4ccccc4)(C(=O)OC)N23)cc1 | -2.3 |
| COc1cc(Cl)cc(C2NC(=S)NC(c3ccccc3)=C2C(C)=O)c1OCC(=O)O (stereo not drawn) | 0.4 |
| CCOc1ccc2nc(NC(=O)Cn3[nH]c(=O)c4ccccc4c3=O)sc2c1 | -1.2 |
| COc1ccc(Br)cc1[C@H]1[C@@H]2C=CCC[C@@]2(C)C(=O)N1Cc1ccccc1 | -3.2 |
| COc1ccc2[nH]c3c(c2c1)CCN1C(=O)C(CC(=O)NCCc2ccccn2)C[C@H](C(=O)N2CCCCC2)[C@@]31C (stereo partly drawn) | 5.7 |
| CCN1CCN(Cc2ccc(NC(=O)c3ccc(C)c(NC(=O)c4cc(-c5ccc(Br)cc5)n[nH]4)c3)cc2C(F)(F)F)CC1 | -3.7 |
| COc1ccc(NC(=S)Nc2ccc(OCc3ccccc3)cc2)c(OC)c1 | -0.8 |
| CC(Sc1nnc(-c2cccnc2)n1-c1ccccc1F)C(=O)N1CCCc2ccccc21 (stereo not drawn) | -0.9 |
| Cc1cc(NS(=O)(=O)c2ccc(NC(=O)COc3ccc(Cl)c(C)c3)cc2)no1 | 1.2 |
| O=C(Nc1ccc(C(F)(F)F)cc1)c1cccnc1N1CCOCC1 | 0.4 |
| CC(C)(C)Cc1c(C2CCCCC2)nc2ccc(Br)cn12 | -0.6 |
| COc1cccc(CN(CC(=O)NCc2ccc(F)cc2)C(=O)c2ccco2)c1 | 1.2 |

Reprinted at random: three compounds from above, in no set order.
| SMILES | TTR transcr act |
| --- | --- |
| O=C(NNc1c(Cl)cc(Cl)cc1Cl)C1CCC1 | -0.6 |
| COC(=O)c1ccc(CSC2=NC[C@@H]3[C@@H]4C(=O)N(Cc5ccccc5)C(=O)[C@@H]4[C@](Cc4ccccc4)(C(=O)OC)N23)cc1 | -2.3 |
| COc1cccc(-c2c(-c3cc(OC)cc(OC)c3)n(C)c3ccc(-c4ccc(OC)nc4)cc23)c1 | 1.1 |

Other records.
| SMILES | TTR transcr act |
| --- | --- |
| Cc1nnc(SCc2nnc(-c3cccs3)o2)n1Cc1ccccc1 | -2.1 |
| COc1cc(C(=O)OCC(=O)N2CCCCC2C)cc(NC(=O)c2cccs2)c1OC (stereo not drawn) | -2.7 |
| O=C(CC1C(=O)NCCN1C(=O)Nc1ccc(C(F)(F)F)cc1)Nc1ccc(F)cc1 (stereo not drawn) | -1.8 |
| COc1cc2c(=O)n(CC3CCCO3)c(=O)n(CC(=O)Nc3ccc(F)cc3F)c2cc1OC (stereo not drawn) | 0.4 |
| CCCC(=O)N(CCc1ccc(OC)cc1)Cc1nc2ccccc2c(=O)[nH]1 | -0.5 |
| CCN1C(=O)c2cccc3c(S(=O)(=O)Nc4ccccn4)ccc1c23 | 1.2 |
| COc1ccc(C(=O)/C=C/c2ccc(O)cc2)c2c1CC(O)C(C)(C)O2 (stereo not drawn) | -1.6 |
| Cc1ccc(Nc2ncnc3nc[nH]c23)cc1Cl | 0.3 |
| COc1ccc(C(C)=O)cc1OCc1ccccc1 | -1.8 |
| O=c1ccccn1Cc1ccccc1F | 1.4 |
| COc1ccc(/C=C/C(=O)NC2=NCCS2)c(OC)c1 | -0.9 |
| O=C(CNc1cccc(C(F)(F)F)c1)N/N=C/C1CCCCC1 | -1.7 |
| Cc1ccc(CNC(=O)c2ccc(C)c(S(=O)(=O)N3CCCCC3)c2)cc1 | -0.9 |
| Cc1cccc2nc(CSc3nc4ccccc4[nH]3)cn12 | 3.6 |
| COC(=O)CNC(=O)c1nn(-c2cccc(OC)c2)c(=O)c2ccccc12 | 3.0 |
| CCNCc1ccc(OCc2ccccc2F)c(OC)c1 | 0.1 |
| O=C(CN(Cc1ccco1)C(=O)CNS(=O)(=O)c1ccc(Cl)cc1)NCc1ccc(F)cc1 | 0.2 |
| CC1(C)C2CCC(C2)C1(C)N=C1OC(CCl)CS1 (stereo not drawn) | 0.1 |
| CCc1ccc(C(=O)NNc2ccc(S(N)(=O)=O)cc2)cc1 | -1.0 |
| CCc1ccccc1N1CC(C(=O)Nc2cc(S(=O)(=O)N3CCCC3)ccc2Cl)CC1=O (stereo not drawn) | -1.4 |

Of the compounds above, 3 have a nitro group on carbon:
| SMILES | TTR transcr act |
| --- | --- |
| Cc1ccc(-c2ccc(/C=N/N3C(=O)C4C5C=CC(C6CC56)C4C3=O)o2)c([N+](=O)[O-])c1 (stereo not drawn) | -3.3 |
| Cc1ccc(C(=O)OC2CCN(c3ccc([N+](=O)[O-])cc3)CC2)cc1 | -1.6 |
| O=[N+]([O-])c1cc(-c2ncccn2)cs1 | 1.6 |

Other structures
| SMILES | TTR transcr act |
| --- | --- |
| CN1CCN(C(=O)c2ccc(Cn3cc(Cl)cn3)o2)CC1 | -1.8 |
| CCc1nc2c(OCC3COc4ccccc4O3)cccn2c1N(C)C(=O)c1ccccc1F (stereo not drawn) | -0.6 |
| CCCCc1ccc(NC(=O)COCC)cc1 | -1.3 |
| COc1ccc2oc(C(=O)OCC(=O)NC3CCCC3)c(C)c2c1 | -1.1 |
| C(=N\N=C\c1cccs1)/c1cccs1 | 1.4 |
| COCCNc1nc2cc(-c3ccccc3C)sc2c(=O)n1C | 1.5 |
| O=C(NNC(=O)C1CCN(C(=O)Nc2ccccc2)CC1)c1ccc(F)cc1 | 7.8 |
| CNc1nc(N)nc(-c2cc(Cl)ccc2OC)n1 | 1.7 |
| CCCCN(C)S(=O)(=O)c1c(C)[nH]c(=O)[nH]c1=O | -0.4 |
| O=C(O)C1CCCN1C(=O)c1cncc(Br)c1 (stereo not drawn) | 4.3 |
| O=C(O)CCc1ccccc1OC(=O)c1ccccc1 | 0.5 |
| Cc1cc(C)nc(NC(=O)CCCC(=O)O)c1 | 0.8 |
| O=[N+]([O-])c1cccc(/C=N/NC2CCS(=O)(=O)C2)c1 (stereo not drawn) | 3.1 |
| CCOC(=O)c1oc2cc(OC(C)=O)ccc2c(=O)c1-c1ccc(OC)c(OC)c1 | 3.4 |
| CCc1ccc(C(=O)C(C)OC(=O)C2COc3ccccc3O2)cc1 (stereo not drawn) | 0.4 |
| CCOc1ncccc1C(=O)OCC(=O)NCCc1ccccc1 | -3.9 |
| COc1ccc(CCNC(=O)CN2C(=O)C(=O)N(C3CCCC3)C2=O)cc1OC | 0.4 |
| O=C(/C=C/C(Cl)(Cl)Cl)Nc1ccc(Cl)cc1 | -3.9 |
| CCn1c2ccccc2c2nnc(SCC(=O)c3ccccc3)nc21 | 2.7 |
| CCN(CC)C1=CC2=CC(=C(C#N)C#N)CCC2CC1 (stereo not drawn) | -2.1 |
| COC(=O)[C@@]1(C(C)C)N=C(c2cc(OC)c(OC)c(OC)c2)[C@]2(O1)C(=O)N(C)c1ccc(Br)cc12 | 3.9 |
| C/C(Cl)=C/Cn1c(N2CCCC2)nc2c1c(=O)n(C)c(=O)n2C | 2.1 |
| O=C1/C(=C/C=C/c2ccco2)SC(=S)N1c1ccc(O)cc1 | 4.1 |
| CC(C)(C)NC(=O)Cn1nnc(-c2ccc(S(C)(=O)=O)cc2)n1 | 1.2 |
| Cc1ccc(NCC(=O)N/N=C\C(Br)=C\c2ccccc2)cc1 | -3.0 |
| N#CCSc1nc2ccccc2o1 | 3.2 |
| O=C(Nc1ccc2c(c1)OCCO2)C1c2ccccc2OCC(=O)N1Cc1ccc2c(c1)OCO2 (stereo not drawn) | 1.1 |
| O=C(COC(=O)CCC(=O)c1ccc(F)cc1)Nc1ccc(F)cc1F | -0.2 |
| Cc1ccc(C(=O)C(=O)c2ccc(C)c(N)c2)cc1N | 1.0 |
| CC(C)(C)NC(=O)C(c1cccnc1)N(C(=O)c1cnco1)c1ccc(C(C)(C)C)cc1 (stereo not drawn) | -2.1 |
| O=C(NCCc1ccc(C(F)(F)F)cc1)C1CC(=O)N(c2ccc3c(c2)OCCO3)C1 (stereo not drawn) | 3.9 |
| CCc1c(O)nc(SCC(=O)Nc2cc(C)on2)n(-c2ccccc2)c1=O | -1.1 |
| Brc1c(C[n+]2ccccc2)nc2ccccn12 | 3.7 |
| O=C(COC(=O)c1cc(S(=O)(=O)N2CCOCC2)ccc1F)c1ccc[nH]1 | 1.6 |
| C=CCn1c(SCC(=O)N(C)C)nc2cc(C(=O)O)ccc2c1=O | 1.7 |
| Cc1ccc(NC(=O)CSc2nc(C)c(C)c(C)n2)cc1S(=O)(=O)N1CCOCC1 | 0.0 |
| Nc1cccn2c(-c3ccc(Cl)cc3)cnc12 | -1.2 |
| COc1ccc(OC)c(CNC(=O)C2CCCN(c3nc4ccccc4o3)C2)c1 (stereo not drawn) | 0.0 |
| Cc1onc(-c2ccccc2)c1NC(=O)N(CCC#N)Cc1ccccc1 | -0.7 |
| COc1ccc(/C=C2\SC(=O)N(CCc3nnc(N)s3)C2=O)cc1 | -1.7 |
| CCOc1cc(C=O)ccc1OS(=O)(=O)c1ccc(NC(C)=O)cc1 | 1.5 |
| CCC(NC(=O)c1ccccc1O)c1ccccc1 (stereo not drawn) | -1.7 |
| CCCCOc1ccc(OCCNC(=O)c2ccco2)cc1 | 3.7 |
| O=C(COC(=O)/C=C/c1cccc(C(F)(F)F)c1)NC(=O)NCc1ccccc1 | 1.2 |

Only part of the results is shown; rates above refer to the full screens.
